Screening results: PubChem BioAssay, several laboratories
NCOA2 inhibitor: human SRC2 (NCOA2) inhibition; HEK293 GAL4-SRC2 luciferase reporter, luminescence; Q15596; AID 651957; inhibition, % at 9 µM; actives 0.17% (n = 370,000);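 active means inhibition above the mean inhibition of all tested compounds plus 3 SD, set per campaign, cut at about 52% in these data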;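 further: 0% = DMSO treated cells and 100% = cells given Gossypol at 36 µM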
Vif inh: blocks HIV Vif function. actives 0.35% (n = 340,000). HEK293T cells, Vif self-association by quenched fluorescence, imaging, 24 h. inhibition, % at 7.49 µM; in the data active means inhibition above about 50%, passing the limit was not always enough; further: some results filed as inactive read as strong as hits
TROY signal inh: TROY signaling inhibition. Q293 LMP1-TROYcd NF-kB luciferase reporter, 4 h. inhibition, % at 10 µM. actives 0.98% (n = 360,000);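 active means compounds whose plate-normalised and pattern-corrected inhibition of the luciferase reporter signal at the single screening dose is 50% or more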
SRC1 inh: inhibits human SRC1 coactivator | Q15788 | inhibition, % at 3.6 µM | AID 588354 | HEK293 GAL4-SRC1 luciferase reporter, luminescence | actives 0.12% (n = 360,000);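 active means inhibition above the campaign mean plus 3 SD, with each screening campaign given its own cutoff, cut at about 60% in these data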;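 further: 0% = DMSO treated cells and 100% = gossypol at 36 µM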
Target sequence (Q15788 whole entry, looked up, the tested form may be a part): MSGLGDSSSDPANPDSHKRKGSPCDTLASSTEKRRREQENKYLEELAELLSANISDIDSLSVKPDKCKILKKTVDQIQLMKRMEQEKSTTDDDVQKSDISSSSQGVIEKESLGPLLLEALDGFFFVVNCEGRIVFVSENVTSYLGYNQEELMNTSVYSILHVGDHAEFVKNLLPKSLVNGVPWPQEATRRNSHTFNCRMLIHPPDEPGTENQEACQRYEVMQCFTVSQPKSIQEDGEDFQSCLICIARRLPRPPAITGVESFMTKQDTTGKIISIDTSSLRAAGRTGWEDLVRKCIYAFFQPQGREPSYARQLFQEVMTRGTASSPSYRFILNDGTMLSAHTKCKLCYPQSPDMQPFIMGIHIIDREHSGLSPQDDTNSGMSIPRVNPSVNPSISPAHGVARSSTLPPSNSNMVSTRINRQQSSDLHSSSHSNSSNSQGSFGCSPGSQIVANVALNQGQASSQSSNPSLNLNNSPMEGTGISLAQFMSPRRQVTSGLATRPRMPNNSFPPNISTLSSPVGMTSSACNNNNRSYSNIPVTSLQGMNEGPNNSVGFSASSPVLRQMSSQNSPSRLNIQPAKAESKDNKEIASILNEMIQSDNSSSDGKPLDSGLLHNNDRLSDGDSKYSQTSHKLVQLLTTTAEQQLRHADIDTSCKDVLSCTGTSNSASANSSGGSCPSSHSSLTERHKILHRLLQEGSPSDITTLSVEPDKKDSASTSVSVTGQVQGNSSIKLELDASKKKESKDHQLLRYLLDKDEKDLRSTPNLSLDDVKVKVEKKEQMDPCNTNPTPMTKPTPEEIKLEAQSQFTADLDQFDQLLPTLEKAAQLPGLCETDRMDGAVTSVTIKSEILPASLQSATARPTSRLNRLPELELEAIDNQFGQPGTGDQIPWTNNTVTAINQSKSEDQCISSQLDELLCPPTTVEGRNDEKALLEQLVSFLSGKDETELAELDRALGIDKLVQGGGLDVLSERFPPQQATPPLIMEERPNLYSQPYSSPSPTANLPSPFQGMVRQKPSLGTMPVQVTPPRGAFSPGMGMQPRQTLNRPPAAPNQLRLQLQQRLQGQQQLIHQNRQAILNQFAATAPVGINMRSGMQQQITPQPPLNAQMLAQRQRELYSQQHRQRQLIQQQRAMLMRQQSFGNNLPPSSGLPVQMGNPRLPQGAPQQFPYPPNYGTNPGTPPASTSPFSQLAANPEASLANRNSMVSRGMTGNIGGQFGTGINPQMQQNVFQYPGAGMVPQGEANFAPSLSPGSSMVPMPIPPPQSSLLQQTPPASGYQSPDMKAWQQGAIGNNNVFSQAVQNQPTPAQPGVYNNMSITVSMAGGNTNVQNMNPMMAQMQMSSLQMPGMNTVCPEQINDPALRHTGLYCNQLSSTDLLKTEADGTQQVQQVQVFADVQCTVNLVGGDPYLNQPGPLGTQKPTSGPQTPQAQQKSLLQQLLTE
LRH-1 inv ag: inverse agonists of human LRH-1 (NR5A2) | O00482 | actives 0.13% (n = 360,000) | inhibition, % at 3.6 µM | AID 602396 | HEK293T StAR-luciferase reporter, LRH-1 transfected, 24 h;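 active means inhibition above the mean inhibition of all tested compounds plus 3 SD, cut at about 73% in these data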;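 further: 0% = DMSO wells and 100% = reporter-only cells lacking LRH-1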
TLR9-MyD88 block: inhibitors of human TLR9-MyD88 binding; Q9NR96+Q99836; CHO BLA complementation TLR9-MyD88, CCF4 FRET ratio; inhibition, % at 4.98 µM; actives 0.21% (n = 340,000);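 active means inhibition above the mean over all tested compounds plus 3 SD, cut at about 21% in these data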;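 further: 0% = DMSO only wells and 100% = clavulanate BLA inhibitor control wells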
EBV LMP1 NFkB: Epstein-Barr LMP1 NF-kappaB reporter inhibition; LMP1-induced NF-kappaB luciferase reporter cells, luminescence; inhibition, % at 12.5 µM; actives 0.69% (n = 350,000); in the data active means inhibition above about 41%;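 further: 0% = neutral control wells and 100% = reference inhibitor control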
C8 TRAIL sens: sensitizes caspase-8 expressing cells to TRAIL | NB7+C8 cells + TRAIL, ATPlite viability luminescence | inhibition (viability loss, TRAIL sensitization), % at 10 µM | actives 1% (n = 360,000);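 active means compounds causing at least 50% loss of cell viability in the single-dose screen, relative to plate controls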
SRC3 inh: human NCOA3 inhibition; actives 0.17% (n = 360,000); HEK293 GAL4-SRC3 luciferase reporter, luminescence; Q9Y6Q9; inhibition, % at 3.6 µM;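 active means inhibition above a per-campaign cutoff, the mean of all compounds plus 3 SD, cut at about 60% in these data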;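 further: 0% = DMSO-treated cells and 100% = gossypol-treated cells at 36 µM; higher means less SRC3-driven luciferase light from the GAL4 reporter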
NOD2-RIPK2 inh: NOD2-RIPK2 protein interaction inhibition; AID 624267; actives 0.38% (n = 360,000); inhibition, % at 4.98 µM; O43353; CHO BLA complementation NOD2-RIPK2, CCF4 ratio; in the data active means inhibition above about 21%;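 further: 0% = vehicle only and 100% = reference blocker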
COUP-TFII inh: blocks human COUP-TFII nuclear receptor; HEK293T NGFI-A luciferase reporter, luminescence; inhibition, % at 8.6 µM; actives 0.7% (n = 370,000); AID 686940;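 active means inhibition above a per-plate cutoff, mean inhibition of test wells between control levels plus 3 SD, cut at about 38% in these data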;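 further: cells cotransfected with COUP-TFII expression vector driving the NGFI-A reporter; 0% = median of COUP-TF2 test wells and 100% = reporter-only cells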
An asterisk follows results filed as active; nt = no result given. Not all compounds are listed; rates above refer to the full screens.

SMILES | NCOA2 inhibitor | Vif inh | TROY signal inh | SRC1 inh | LRH-1 inv ag | TLR9-MyD88 block | EBV LMP1 NFkB | C8 TRAIL sens | SRC3 inh | NOD2-RIPK2 inh | COUP-TFII inh
C=CCN(N=Nc1cccc([N+](=O)[O-])c1)c1cccc([N+](=O)[O-])c1 | 10 | -7 | 4 | -11 | 16 | -6 | -7 | -21 | 18 | -7 | 10
C[C@H](NC(=O)c1nc[nH]c1C(=O)NC[C@@H](C)O)c1ccccc1 | -1 | 2 | -4 | -28 | -4 | 5 | 5 | -3 | -14 | -5 | -10
CC(=O)Nc1ccc(Nc2ccc3c4c(cc(=O)n3C)-c3ccccc3C(=O)c24)cc1 | 2 | -12 | -9 | -28 | -3 | 11 | -6 | 0 | -8 | 3 | -28
COc1ccc(N(CCCN2C(=O)c3cccc4cccc(c34)C2=O)C(=O)c2cccnc2)cc1 | -23 | -4 | 7 | -4 | 7 | -7 | -3 | -4 | 4 | 11 | 9
N#Cc1sc(NCc2cccc(Cl)c2)nc1Cl | -62 | -3 | 32 | -26 | -4 | 3 | -6 | -12 | -23 | -9 | -18
Cc1ccccc1Cn1nc(C)c(NC(=O)c2ccccc2)c1C | 7 | -9 | -5 | -16 | 4 | -1 | 5 | -10 | 2 | -8 | 4
CCN(CC)C(=O)Cn1cc(C(=O)C(=O)N2CC=C(c3ccccc3)CC2)c2ccccc21 | -1 | 2 | 4 | 1 | -7 | 6 | 3 | 1 | 21 | -5 | -2
CCN(C[C@H]1N[C@@](CC)(C(=O)OC)[C@H]2C(=O)N(Cc3ccccc3)C(=O)[C@@H]12)C(C)=O | 0 | -3 | -4 | -2 | 16 | 3 | -2 | -4 | 16 | -13 | 7
CN1CCC(=NNc2ccc(S(=O)(=O)N3CCOCC3)cc2[N+](=O)[O-])CC1 | 18 | 0 | -7 | -1 | -5 | 2 | -4 | -6 | 9 | -5 | 10
CNS(=O)(=O)c1cn(CC(=O)N(C)Cc2ccccc2)cc1S(=O)(=O)NC | -1 | 0 | 0 | -8 | 3 | -9 | 9 | -13 | 0 | -6 | 7
O=C(COC(=O)c1cnc(Cl)c(Cl)c1)c1ccc(F)cc1 | -5 | -3 | -17 | 6 | 10 | -11 | -1 | 5 | 4 | 6 | 16
CC(=O)Nc1ccc(NC(=O)C2CCCN2C(=O)Nc2ccc(F)c([N+](=O)[O-])c2)cc1 (centres undefined) | 12 | -16 | 5 | 4 | 6 | 0 | -4 | 0 | 7 | -18 | 8
Cc1cccc(N2CCN(C(=O)c3[nH]c(C(F)(F)F)nc3-c3ccccc3)CC2)c1C | 28 | 4 | 15 | -3 | 21 | nt | nt | 16 | -11 | 4 | -64
CCN(CC)C(=O)c1cccc(-c2csc(C(O)c3ccc(F)c(F)c3)n2)c1 (centres undefined) | 11 | -32 | 33 | 10 | 5 | nt | nt | 15 | 1 | 5 | 18
CS(=O)(=O)c1ccc(C(=O)N(Cc2ccccc2)c2ccccc2)cc1 | 15 | -15 | 6 | -2 | -16 | 1 | 0 | 6 | -17 | -4 | -15
COC(=O)[C@]1(C)CCC[C@@]2(C)C3CC[C@]4(OC(C)=O)C[C@@]3(CCC21)CC4=NO (some centres undefined) | -3 | -8 | 4 | 5 | 11 | -2 | -2 | 20 | 10 | 7 | 1
CCOc1ccc2[nH]c(=O)c(CN(CCCN3CCOCC3)Cc3nnnn3Cc3ccc(OC)cc3)cc2c1 | 17 | -9 | -1 | -37 | -7 | 6 | -1 | -16 | -4 | -3 | 4
COc1ccccc1OCC(=O)Nc1ccc(S(=O)(=O)Nc2cc(C)nc(C)n2)cc1 | -35 | 26 | 4 | 0 | 5 | 8 | 1 | 10 | 30 | -5 | 1
COC(=O)Cn1cc(C(=O)C(F)(F)F)c2ccccc21 | -11 | 9 | -9 | 12 | -8 | -1 | 5 | -1 | 14 | -23 | 3
CCOC(=O)/C(C#N)=C1/C=CN(C)C(C)=N1 | -53 | -6 | 4 | -27 | 21 | -3 | -4 | -27 | 18 | -8 | -6
Cc1ccc(OCC(=O)Sc2ccc(C)cc2)cc1 | 11 | 1 | 3 | -33 | 8 | -9 | 1 | 0 | 19 | 11 | 6
CC(=O)c1cccc(NC(=O)c2oc(C)nc2C)c1 | -1 | 31 | 1 | 6 | 14 | -1 | -7 | -5 | -2 | 8 | 12
CCOc1ccc(CN2C(=O)c3ccccc3C2C(=O)NCC2CCCO2)cc1 (centres undefined) | -12 | 1 | 1 | 10 | -5 | 0 | 2 | -3 | 8 | -21 | 9
Cn1cc(CN2CCCC(CNC(=O)c3ccc4c(c3)OCO4)C2)c2ccccc21 (centres undefined) | 0 | -12 | -14 | -3 | 9 | -7 | 7 | 3 | 16 | -12 | 6
CN(C)C(=O)NC1CCCCCCCCCCC1 | -2 | 1 | 7 | 6 | -3 | 7 | 2 | 3 | 10 | -7 | -10

New compounds follow.
SMILES | NCOA2 inhibitor | Vif inh | TROY signal inh | SRC1 inh | LRH-1 inv ag | TLR9-MyD88 block | EBV LMP1 NFkB | C8 TRAIL sens | SRC3 inh | NOD2-RIPK2 inh | COUP-TFII inh
Cc1ccc2nc(Cl)c(/C=C/C(=O)c3ccco3)cc2c1 | -28 | -12 | -66 | -66 | -13 | -2 | -3 | -14 | -38 | 1 | 12
O=C(Nc1ccnn1C1CCN(Cc2cc(Cl)ccc2O)CC1)C1CC1 | 9 | -5 | -7 | -17 | 0 | 12 | -9 | 3 | 10 | -4 | -5
CCCOc1ccc(C(NC(=O)CC(C)C)NC(=O)CC(C)C)cc1OC | 4 | 9 | -1 | 7 | 12 | 1 | 3 | -3 | 15 | 1 | -16
O=C(C[n+]1cc(Br)cc(Br)c1)c1ccccc1 | -8 | -5 | -27 | -26 | 33 | -10 | -9 | -18 | -19 | 6 | -9
COc1ccc(OCCC(=O)OCC(=O)c2ccc[nH]2)cc1 | -42 | -8 | -7 | 5 | -13 | -7 | -2 | -2 | 10 | -9 | -13
COc1ccc(C(=O)CC(=O)C(=O)Nc2c(C)cccc2C)cc1 | -26 | -2 | -8 | -46 | -19 | 4 | 5 | 15 | -2 | 0 | 10
CN1CCN(CC(=O)Nc2c(C#N)cnn2-c2ccccc2)CC1 | -23 | 22 | -3 | 11 | -4 | nt | nt | -13 | -1 | -3 | -4
O=C1N(Cc2cccc(Cl)c2)C[C@@H]2C[C@@H](c3ccsc3)N3CCC[C@@]123 | 2 | 2 | -10 | -12 | -13 | 6 | -7 | -3 | -1 | -10 | 32
CC(C)Cn1c(N)c(C(=O)COC(=O)c2cc(-c3ccco3)nc3ccccc23)c(=O)n(C)c1=O | 2 | -1 | 21 | 4 | -8 | 0 | 8 | 10 | 9 | 4 | -7
Cc1ccc(-c2csc3ncnc(SCC(=O)NCc4ccc5c(c4)OCO5)c23)cc1 | -1 | 46 | 12 | -27 | 29 | 0 | -7 | -11 | 14 | -2 | -2
COCc1cc(C)nc(NCCO)c1C#N | 9 | 9 | -5 | -12 | 13 | 2 | 4 | -10 | 17 | -11 | -14
CCOc1cccc(C2/C(=C(/O)c3ccc4c(c3)CC(C)O4)C(=O)C(=O)N2CCCn2ccnc2)c1 (centres undefined) | -6 | 4 | -12 | 2 | 8 | 9 | 8 | -6 | 14 | 8 | -1
CCC[C@@H](CN1CCC[C@H]1CN1C(N)=NC[C@H]1CC(C)C)N1C[C@@H](Cc2ccccc2)N(CCCC2CCCC2)C1=N | -10 | nt | -6 | 6 | 6 | -9 | -8 | -8 | -17 | -14 | 0
COc1cccc(C(=O)C(CCC#N)c2ccccc2)c1 (centres undefined) | -28 | 8 | -3 | 9 | 4 | -5 | -6 | 3 | -14 | -4 | 11
CCOc1ccc2oc(C(=O)Nc3nccs3)c(C)c2c1 | -53 | 8 | -33 | -125 | -129 | 2 | -31 | 41 | -72 | -6 | -26
COc1ccc(Cl)cc1NS(=O)(=O)c1c(C)nc2sccn2c1=O | -10 | -10 | -10 | 7 | -13 | -2 | 1 | 2 | -11 | 0 | 4
Cc1cc(Cl)cc(C)c1OCC(=O)O | -6 | nt | 9 | -4 | -6 | -14 | -7 | -8 | -7 | 5 | -16
NC(=O)c1nsc(C(=O)N(CC(=O)NCc2ccc3c(c2)OCO3)C2CCCC2)c1N | -1 | 10 | -10 | -32 | 10 | 8 | -11 | -9 | 10 | -2 | -13
CCOc1ccccc1C(=O)OCC(=O)Nc1cccc(S(=O)(=O)NC2=NCCCCC2)c1 | -4 | -5 | 14 | 2 | 4 | -5 | 1 | -4 | 15 | -7 | -4
FC(F)(F)c1nnc2sc(-c3ccccn3)nn12 | -14 | -7 | -1 | -3 | -10 | 6 | -1 | 4 | 11 | -4 | -3
